TAAR1 agonist: human TAAR1 agonism; Q96RJ0; CHO RD-HGA16 TAAR1, Fluo-8 calcium fluorescence; vehicle wells 0%, saturating PEA agonist 100%; activation, % at 3 µM; hit rate 0.99% among 360,000;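 active means activation above the mean activation of all test compounds in the run plus 3 SD, cut at about 38% in these data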
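Signal – calcium-sensitive Fluo-8 signal, excitation 470-495, emission 515-575 nm · System – RD-HGA16 (CHO) cells co-expressing Gα16 and hTAAR1 · Incubation – 17-24 h seeding, 75 min 37 °C dye, 30 min RT · Compound dosing – 3 µM single concentration · Repeats – no replicates (n 1)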
CHO-K1 Ca antag: M1 antagonist counterscreen hit in parental CHO-K1 cells. ATP-induced calcium, Fluo-8 fluorescence. inhibition, % at 3 µM. AID 602250. hit rate 0.6% among 360,000;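 active means inhibition above a per-plate cutoff, the plate's mean sample inhibition plus 3 SD, cut at about 24% in these data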;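 further: 0% = DMSO plus EC80 ATP and 100% = DMSO alone without ATP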
M1 ag: agonists of human M1 muscarinic receptor; P11229; CHO-K1 hM1, Fluo-8 calcium fluorescence, agonist mode; 0% DMSO, 100% acetylcholine EC100; activation, % at 3 µM; hit rate 0.33% among 360,000;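 active means activation above the run's mean compound activation plus 3 SD, cut at about 16% in these data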;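 further: peak over basal fluorescence ratio within a 140 s kinetic read after compound addition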
Target sequence (P11229 whole entry, looked up): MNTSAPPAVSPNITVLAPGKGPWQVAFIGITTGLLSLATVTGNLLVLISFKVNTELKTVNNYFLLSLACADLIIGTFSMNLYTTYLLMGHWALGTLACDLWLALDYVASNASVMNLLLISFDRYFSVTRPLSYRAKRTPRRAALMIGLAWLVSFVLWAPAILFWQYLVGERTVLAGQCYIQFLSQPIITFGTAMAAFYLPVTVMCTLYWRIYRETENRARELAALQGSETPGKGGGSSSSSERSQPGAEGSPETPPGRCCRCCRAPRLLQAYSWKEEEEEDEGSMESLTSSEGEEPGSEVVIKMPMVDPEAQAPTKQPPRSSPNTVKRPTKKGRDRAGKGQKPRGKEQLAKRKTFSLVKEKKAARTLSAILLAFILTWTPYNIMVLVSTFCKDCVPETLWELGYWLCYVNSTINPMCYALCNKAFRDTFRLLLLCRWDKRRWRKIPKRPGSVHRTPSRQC
TAAR1 antag: human TAAR1 antagonism | hit rate 1.5% among 360,000 | Q96RJ0 | CHO RD-HGA16 TAAR1, Fluo-8 calcium fluorescence, antagonist | inhibition, % at 3 µM;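 active means inhibition above a per-plate cutoff, the mean inhibition of test compounds on that plate plus 3 SD, cut at about 49% in these data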;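 further: 0% = DMSO plus EC80 beta-PEA response and 100% = DMSO alone without agonist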
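Test system: RD-HGA16 CHO cells with stable hTAAR1 and Gα16 / Probe or stimulus: EC80 β-phenethylamine stimulus / Times: seeding 17-24 h prior, 75-min 37 °C, 30-min RT dye loading / Detection: Fluo-8 calcium-sensitive fluorescence / Read-out basis: % inhibition scaled between DMSO and EC80 PEA controls / Repeats: singlicate, one well per test compound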
M1 PAM parental: M1 PAM counterscreen hit in parental CHO-K1 cells; ATP EC20, Fluo-8 calcium fluorescence; 0% at ATP EC20, 100% at ATP max; activation, % at 3 µM; hit rate 0.02% among 360,000; AID 602247;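 active means activation above the run cutoff, the mean activation of all test compounds plus 3 SD, cut at about 40% in these data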;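 further: peak over basal fluorescence ratio in a 140 s read after ATP addition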
V1aR counter: counter-screen for oxytocin receptor agonists: human V1a receptor agonists | hit rate 0.25% among 320,000 | AID 2797 | CHO-V1R cells, Fluo-8 calcium fluorescence, agonist mode; 0% DMSO, 100% 3 nM vasopressin | P37288 | activation, % at 3 µM;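 active means activation above the mean activation of all tested compounds plus 3 SD, per screening run, cut at about 20% in these data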;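 further: signal is peak over basal fluorescence ratio across a 100 second FLIPR read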
CHO-K1 Ca ag: nonselective activator or artifact in parental CHO-K1 cells. Fluo-8 calcium fluorescence; scaled to maximal ATP response, vehicle zero. activation, % at 3 µM. hit rate 0.48% among 360,000; in the data active means activation above about 15%;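 further: untransfected CHO-K1 host cells lacking M1 receptor as counterscreen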
CHO parental Ca: counter-screen for OX1R antagonists: effect in parental CHO cells; parental CHO-K1, ATP-induced calcium, Fluo-8 fluorescence; inhibition, % at 5.6 µM; hit rate 0.63% among 330,000; AID 463079;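 active means inhibition above that plate's mean sample inhibition plus 3 SD, cut at about 26% in these data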;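 further: 0% = ATP-challenged DMSO wells and 100% = DMSO wells without ATP; some compounds past the cut are filed as inactive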
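Assay system – parental CHO cells · Reagent – ATP stimulus · Detection – intracellular calcium via Fluo-8 no-wash fluorescent dye · Evaluation – percent inhibition of ATP-evoked calcium rise, normalized to controls · Controls – ATP wells versus no-ATP DMSO wells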
OXTR potentiator: human OXTR potentiation; CHO-OTR cells, Fluo-8 calcium fluorescence, potentiator mode; 0% = oxytocin EC15, 100% = EC100; activation, % at 3 µM; hit rate 0.061% among 320,000; AID 2445;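 active means activation above that plate's cutoff, the mean activation of tested compounds plus 3 SD, cut at about 6.6% in these data, passing the limit was not always enough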;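 further: 100% uses oxytocin at 75 nM as the full agonist control; some results filed as inactive read as strong as hits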
Target sequence (P30559 whole entry, looked up): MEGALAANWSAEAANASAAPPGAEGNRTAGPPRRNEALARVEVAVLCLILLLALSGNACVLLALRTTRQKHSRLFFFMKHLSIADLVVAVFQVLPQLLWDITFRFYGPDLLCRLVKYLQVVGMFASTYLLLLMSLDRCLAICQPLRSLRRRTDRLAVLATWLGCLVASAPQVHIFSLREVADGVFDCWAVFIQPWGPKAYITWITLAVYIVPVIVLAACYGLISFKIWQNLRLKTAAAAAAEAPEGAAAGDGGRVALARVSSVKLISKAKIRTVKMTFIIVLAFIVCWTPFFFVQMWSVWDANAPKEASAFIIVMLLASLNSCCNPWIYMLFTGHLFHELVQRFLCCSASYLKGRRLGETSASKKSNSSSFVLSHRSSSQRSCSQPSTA
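Material: human OTR in CHO cells. Compound: 3.0 µM, one dose. Timing: compound 6 min at room temperature before oxytocin, 100 s read. Evaluation: % activation of max/min ratio relative to oxytocin controls. Replication: single well per compound, singlicate. Signal: Fluo-8 calcium dye fluorescence.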
* hit, by the source's call; nt = not tested or not shown.

Sample of the layout:
SMILES | TAAR1 agonist | CHO-K1 Ca antag | M1 ag | TAAR1 antag | M1 PAM parental | V1aR counter | CHO-K1 Ca ag | CHO parental Ca | OXTR potentiator
CCOc1ccc(S(=O)(=O)N(CC(=O)N/N=C/c2ccc(-c3ccc([N+](=O)[O-])cc3)o2)c2ccccc2)cc1 | 4 | -4 | -2 | 15 | 6 | 0.0 | 0.6 | 1 | -16
O=C(Nc1ccc(S(=O)(=O)N2CCCCC2)cc1)c1ccc(CN2CCc3ccccc3C2)cc1 | 5 | 33* | -4 | 4 | -4 | 8.5 | 0.2 | 47* | -8
CC(=O)Nc1cccc(/C(C)=N/NC(=O)c2ccc3c(c2)OCO3)c1 | 0 | -1 | -8 | 11 | 2 | 0.3 | 0.9 | -5 | -16

This part in full, repeating the preview:
SMILES | TAAR1 agonist | CHO-K1 Ca antag | M1 ag | TAAR1 antag | M1 PAM parental | V1aR counter | CHO-K1 Ca ag | CHO parental Ca | OXTR potentiator
CCOc1ccc(S(=O)(=O)N(CC(=O)N/N=C/c2ccc(-c3ccc([N+](=O)[O-])cc3)o2)c2ccccc2)cc1 | 4 | -4 | -2 | 15 | 6 | 0.0 | 0.6 | 1 | -16
O=C(Nc1ccc(S(=O)(=O)N2CCCCC2)cc1)c1ccc(CN2CCc3ccccc3C2)cc1 | 5 | 33* | -4 | 4 | -4 | 8.5 | 0.2 | 47* | -8
CC(=O)Nc1cccc(/C(C)=N/NC(=O)c2ccc3c(c2)OCO3)c1 | 0 | -1 | -8 | 11 | 2 | 0.3 | 0.9 | -5 | -16
CN(C)c1ccc(S(=O)(=O)N2CCCCC2)cc1NC(=O)C1=NN(c2ccccc2)C(=O)CC1 | 3 | -9 | -2 | -15 | 7 | 0.2 | 0.5 | -8 | -4
CCSCC(C)(C)n1[nH]c2ccccc2c1=O | 6 | 3 | -1 | -16 | 4 | nt | 0.5 | nt | nt
COC(=O)c1ccc(CSc2nc3c(cnn3-c3ccc(C)cc3)c(=O)[nH]2)o1 | 6 | -15 | -4 | 3 | 19 | 0.2 | 0.1 | -22 | -4
O=C(Cn1cnc2c(nnn2Cc2ccc(F)cc2)c1=O)N1CCCCC1 | 1 | -30 | -2 | 15 | -2 | 0.3 | 2.3 | 2 | 3
O=C(c1cc(Sc2cccc(Cl)c2)nc2ccccc12)N1CCN(c2ccccn2)CC1 | 0 | -12 | -1 | 36 | -4 | 2.1 | 2.4 | -27 | -4
COc1ccccc1-n1ccnc(SCC(=O)NC2CCCC2)c1=O | 3 | -7 | -1 | -19 | 11 | -0.1 | 0.2 | 23 | -10
COc1cc(/C=N/NC(=O)C(=O)N2CCCCCC2)ccc1O | 1 | 8 | -1 | -22 | -10 | 1.8 | 0.6 | 1 | -10
Cc1cc(O)c(Sc2ncn[nH]2)cc1NS(=O)(=O)c1ccc(Cl)cc1 | -1 | -21 | -6 | -13 | 11 | 0.3 | 0.3 | -3 | -7
O=C(CSc1nnc(Cc2ccccc2)n1Cc1ccco1)NC1CCCC1 | 5 | -10 | -8 | -7 | 15 | -0.8 | 0.3 | -12 | -7
CC(C)(C)Cc1c(C2CCCCC2)nc2ccc(Br)cn12 | 1 | 23 | -4 | -7 | -8 | nt | -0.5 | nt | nt
Nc1nc(Nc2ccc(Cl)cc2)nc2ccccc12 | 65* | 1 | -4 | 72* | 2 | -0.3 | 0.5 | -8 | -8
OC(CNCc1ccc(F)cc1)(c1ccc(F)cc1)c1ccc(F)cc1 | 28 | -6 | -6 | -3 | 24 | 1.7 | 1.9 | -13 | -10
Cn1c(N/N=C/c2cccs2)cc(=O)n(C)c1=O | 45* | -4 | -3 | -1 | 27 | -0.4 | -0.3 | 2 | -14
O=C(NC(CSCc1ccccc1)C(=O)N/N=C/c1ccc(O)cc1O)c1ccc([N+](=O)[O-])cc1 (configuration not stated) | 7 | -50 | -3 | -7 | 27 | 0.1 | 3.3 | -7 | -2
O=C(COC(=O)Cc1ccccc1F)NCc1ccc(Cl)cc1 | 2 | -13 | -4 | -10 | 21 | -0.2 | -0.1 | -20 | 2
Cc1ccccc1C#N | 1 | -9 | 6 | -4 | 16 | 0.6 | 0.0 | -7 | 5
Cn1c(=O)oc2cc(S(=O)(=O)Nc3ccccc3F)ccc21 | 0 | -6 | -8 | -12 | 11 | 1.1 | 1.4 | -1 | -12
COc1cccc(C2=NOC(C(=O)Nc3cccc(C(C)=O)c3)C2)c1 (configuration not stated) | 4 | -3 | -1 | -22 | 15 | 2.2 | 2.6 | -15 | -6
O=C(CSc1ncnc2scc(-c3ccccc3)c12)Nc1ccc(C(=O)O)cc1 | -2 | -9 | -2 | -4 | 9 | 1.0 | 0.6 | -9 | -1
Cc1ccc(C2(C(F)(F)F)NC(=O)N3CCN=C3S2)cc1 (configuration not stated) | 0 | -1 | -3 | -1 | 8 | 0.2 | 0.1 | -4 | 7
Cc1cccc(NC(=O)c2ccccc2NC(=O)Cc2ccccc2)c1C | 5 | 3 | -1 | 7 | 6 | -1.4 | 0.3 | 0 | -3
O=[N+]([O-])c1cc(/C=N\Nc2ccccn2)ccc1Cl | 5 | 9 | -3 | -2 | -18 | -0.1 | 0.0 | -7 | -4
COc1cccc(C=NNc2ccc([N+](=O)[O-])cn2)c1OC | 1 | -13 | -1 | 7 | 16 | nt | 0.6 | nt | nt
S=c1[nH]nc(CN2CCCCC2)n1Cc1ccccc1 | 0 | -5 | -7 | -18 | 9 | -0.4 | 0.3 | -6 | -4
CCN(CC)S(=O)(=O)c1ccc2nc(CCl)[nH]c2c1 | 3 | -2 | -4 | -19 | 20 | 1.0 | 0.5 | -16 | -17
Cc1cc(C)n(CCCNC(=O)c2ccc(C)o2)n1 | 10 | -18 | -3 | 13 | 17 | 0.8 | 0.2 | -11 | -8
COC(=O)c1cc(C(=O)OCC(=O)c2ccc3c(c2)NC(=O)CO3)cc([N+](=O)[O-])c1 | 3 | 14 | -2 | -3 | -27 | nt | 0.1 | nt | nt
Cc1cccnc1NC1CCCCC1 | 6 | -12 | -4 | 4 | 10 | 0.1 | 0.5 | 0 | 4
O=C(/C=C/c1ccccc1)N1CCN(C(=O)c2ccco2)CC1 | 2 | 7 | -1 | 18 | -2 | 0.0 | 0.1 | 0 | -7
CN(Cc1ccccc1)C(=O)Cn1nc(C(F)(F)F)c2c1CCC2 | 7 | -8 | -3 | -1 | 18 | -0.3 | 0.2 | -16 | -5
Cc1ccccc1-n1c(SCC(N)=O)nc2sc(-c3ccccc3)cc2c1=O | 2 | -5 | -1 | -10 | 20 | 0.8 | 0.5 | -17 | 1
Cc1nc(N2CCCCCC2)c2ccccc2n1 | 3 | 10 | -6 | 3 | -23 | 7.7 | 5.4 | 8 | -12
O=C(CCC(=O)c1ccc[nH]1)c1ccc(Cl)cc1 | 9 | -7 | -1 | 7 | 24 | 2.6 | 3.3 | -2 | -14
C=C1C2C[C@H](O)C(C)(C)[C@@]2(O)[C@H](O)C[C@]23C[C@@](C)(O)[C@H](CC[C@H]12)[C@H]3O (some centres not stated) | 8 | -10 | 0 | 10 | 8 | 0.5 | 0.8 | -2 | 0
Oc1ccccc1/C=N/n1c(-c2ccccc2)n[nH]c1=S | 1 | 0 | -3 | 0 | 4 | 0.2 | 0.6 | -11 | -7
O=C(Nc1ccccc1)C1=C[C@@H](C2CCCCC2)C[C@@H](OCc2ccc(CO)cc2)O1 | 1 | 8 | -4 | 0 | -8 | 1.0 | -0.3 | -33 | -3
COC(=O)CN1C(=O)[C@H]2[C@@H](C3CC3)N3C(=O)CN(CCO)C(=O)[C@@]3(Cc3ccccc3)[C@H]2C1=O | 16 | -3 | -5 | -16 | 3 | -0.6 | 0.2 | -9 | -1
Cc1ccc(C)c(S(=O)(=O)N2CCN(C(=O)c3ccc(OCc4c(C)noc4C)cc3)CC2)c1 | 2 | -7 | -2 | 34 | -3 | 3.0 | 3.0 | -20 | -17
COc1ccc(CCNC(=O)COC(=O)c2cnc(C)cn2)cc1OC | 1 | -22 | -1 | -10 | 21 | 0.7 | 1.9 | -8 | -9
CN1CCC(=NNC(=O)CN(c2ccc([N+](=O)[O-])cc2)S(=O)(=O)c2ccccc2)CC1 | -1 | -13 | -6 | -5 | 0 | -0.2 | 0.5 | -16 | -14
CCOC(=O)C1(Cc2ccccc2C)CCCN(C(=O)CSC)C1 (configuration not stated) | 2 | 4 | 1 | -10 | 8 | -0.2 | 2.1 | -23 | -1
O=C(NC(=S)Nc1ccc(N2CCCC2)cc1)c1ccc(F)cc1 | 0 | 4 | -5 | -16 | -19 | -0.3 | 0.2 | -4 | -6
CCOc1ccc(C(C)NC(=O)Nc2ccccc2C(=O)OC)cc1 (configuration not stated) | 3 | -3 | -8 | 10 | 3 | -0.3 | 0.3 | -22 | 1
O=C(CCC(=O)NC1CCCCCCC1)Nc1nnc(C(F)(F)F)s1 | 10 | -7 | -3 | 1 | 13 | 0.0 | 1.5 | -15 | -4
NC(N)=Nc1ccc(C=C2C=Cc3ccccc32)cc1 | 0 | -8 | -7 | 2 | 17 | nt | 0.6 | nt | nt
COc1ccc(C(=O)Nc2c(C)csc2C(=O)O)cc1 | 4 | -8 | -2 | 5 | 5 | -0.1 | -0.8 | -8 | -1
O=[N+]([O-])c1cc(S(=O)(=O)N2CCCC2)ccc1NN=C1CCCCC1 | 10 | 18 | -4 | -8 | -13 | 0.4 | 0.0 | -3 | -10
COc1ccccc1/C=C/C(=O)Nc1cccnc1Cl | 1 | -8 | -5 | 8 | 12 | -1.2 | -0.2 | -8 | -5
COc1ccc(N2CCN(c3nc(-c4cccs4)nc4ccccc34)CC2)cc1 | 0 | -8 | -6 | 7 | -2 | -0.7 | -0.4 | -28 | -9
O=S(=O)(Nc1ccc(O)c2ccccc12)c1ccc(F)cc1 | -1 | -2 | -1 | -32 | -5 | -0.1 | 0.8 | -10 | 2
CCOc1ccc(-n2c(SCC(=O)Nc3cc(C)on3)nc3c(c2=O)SCC3)cc1 | -1 | 12 | 3 | -13 | -7 | -1.1 | -0.9 | -16 | -3
Cc1nc(SCC(=O)NCc2ccco2)c2c(=O)n(C)c(=O)n(CC(C)C)c2n1 | nt | -8 | -6 | nt | -7 | -0.5 | 1.0 | -25 | 1
CN=C1CC(C)(C)CC(=O)/C1=C(/O)CCC(=O)NC | 1 | -11 | -2 | 20 | 10 | 0.3 | 0.5 | 7 | -13
CC(=O)OCC(=O)Nc1ccccc1OC(F)F | 5 | -13 | -2 | -3 | 22 | 0.4 | 0.1 | 0 | 2

From PubChem BioAssay
